Tn6 DDE FP: DD(E)-Tn6 binding inhibition, primary FP screen | AID 720509 | hit rate 0.21% among 370,000 | inhibition, % at 8.3 µM | Fibrin DD(E) TRITC-Tn6 fluorescence polarization displacement;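 active = inhibition above a per-campaign cutoff: mean of compounds within control limits plus 3 SD, cut at about 15% in these data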;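 also: 0% = median of all compound wells on the plate and 100% = blocking peptide control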
UHRF1 MBD2 ctr: human UHRF1 methylated DNA binding inhibitors; hit rate 0.75% among 370,000; inhibition, % at 4.4 µM; UHRF1 binding to methylated oligo, TR-FRET; AID 687016; in the data active = inhibition above about 21%;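 also: UHRF1 SRA domain binding a hemimethylated CpG hairpin DNA probe; 0% = median of test compound wells and 100% = reference inhibitor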
Rev-erbA mod: modulators of human Rev-erb alpha DNA binding | hit rate 0.79% among 370,000 | P20393 | AID 1259318 | activity, % at 10 µM | Rev-erbα–FITC-DNA binding, fluorescence polarization, 90 min;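 active = activity above about 14%, limit read from the data; passing the limit was not always enough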;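 also: 0% = DMSO wells with 35 nM protein and 100% = DMSO wells with 750 nM protein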
proKLK7 act: activators of human kallikrein-7 zymogen; P49862; purified proKLK7, EDANS-DABCYL substrate fluorescence; 100% is mature enzyme control, 0% vehicle; activation, % at 7 µM; hit rate 0.9% among 370,000;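 active = activation above the mean of all tested compounds plus 3 SD, computed per campaign excluding outliers beyond control limits, cut at about 13% in these data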
Target sequence (P49862 whole entry, looked up): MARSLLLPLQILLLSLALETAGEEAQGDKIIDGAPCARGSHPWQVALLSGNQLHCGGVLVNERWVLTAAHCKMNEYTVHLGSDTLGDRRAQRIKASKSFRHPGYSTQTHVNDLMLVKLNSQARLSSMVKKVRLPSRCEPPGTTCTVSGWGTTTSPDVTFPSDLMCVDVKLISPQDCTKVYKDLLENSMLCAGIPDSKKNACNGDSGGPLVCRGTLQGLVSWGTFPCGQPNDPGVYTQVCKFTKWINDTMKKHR
ASAP1 GAP inh: ASAP1 ArfGAP inhibition; ASAP1-stimulated ARF1 GTP hydrolysis, GDP FP detection; inhibition, % at 16.5 µM; hit rate 0.19% among 360,000; in the data active = inhibition above about 25%;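 also: 0% = vehicle with enzyme and substrate and 100% = no enzyme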
Target sequence (Q9ULH1 325-724 limits assumed): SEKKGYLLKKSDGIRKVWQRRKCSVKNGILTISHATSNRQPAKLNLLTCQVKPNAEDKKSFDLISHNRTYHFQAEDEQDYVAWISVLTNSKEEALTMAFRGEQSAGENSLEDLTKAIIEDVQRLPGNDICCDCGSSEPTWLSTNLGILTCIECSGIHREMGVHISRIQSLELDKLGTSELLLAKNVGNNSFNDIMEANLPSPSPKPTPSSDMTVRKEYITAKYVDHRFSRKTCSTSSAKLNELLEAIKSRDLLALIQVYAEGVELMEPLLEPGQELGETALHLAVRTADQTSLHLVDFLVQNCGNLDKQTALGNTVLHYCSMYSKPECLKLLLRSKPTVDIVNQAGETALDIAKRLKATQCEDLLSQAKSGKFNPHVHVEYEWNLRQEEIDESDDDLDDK
ARFGAP1 inh: inhibitors of rat ARFGAP1. Arfgap1-stimulated ARF1 GTP hydrolysis, GDP FP detection. inhibition, % at 16.5 µM. hit rate 0.26% among 360,000;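 active = inhibition above a per-plate limit, mean inhibition of low control wells plus 3 SD, cut at about 25% in these data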;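 also: 0% = DMSO wells with enzyme and 100% = wells lacking Arfgap1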
Target sequence (Q62848 1-136 limits assumed): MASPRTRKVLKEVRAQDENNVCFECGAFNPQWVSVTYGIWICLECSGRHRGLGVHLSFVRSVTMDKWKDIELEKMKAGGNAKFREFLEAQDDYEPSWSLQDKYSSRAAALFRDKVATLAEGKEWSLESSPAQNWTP
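Material: rat Arfgap1 GAP domain (His6, aa 1-136), purified enzyme. Also added: human ARF1(Δ1-17)-GTP substrate. Compound dosing: 16.5 µM single point, 1.26% DMSO. Timing: enzyme reaction 120 min at 25 °C after 20 min preincubation. Signal: GDP detection by fluorescence polarization. Read-out basis: percent inhibition of GAP-stimulated GDP formation, scaled between DMSO and no-Arfgap1 medians.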
HGIII-sPLA2 inh: Inhibits HGIII-sPLA2 liposome hydrolysis, primary screen. AID 743126. Q9NZ20. QFRET BODIPY PC-A2 liposome hydrolysis, fluorescence. inhibition, % at 12.2 µM. hit rate 0.56% among 370,000;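 active = inhibition above mean plus 3 SD of compounds lying within the high and low control bounds, cut at about 19% in these data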;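 also: 0% = median of test compound wells and 100% = no enzyme DMSO wells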
PLC-gamma1 inh: blocks human PLC-gamma1 enzyme activity; hit rate 0.84% among 370,000; purified PLC-gamma1, fluorogenic substrate, fluorescence; inhibition, % at 12.2 µM; AID 720700; in the data active = inhibition above about 9.5%
PLC-beta3 inh: PLC-beta3 (human) inhibition, primary screen | AID 720704 | hit rate 0.18% among 370,000 | Q01970 | Purified PLC-beta3, fluorogenic substrate, fluorescence | inhibition, % at 12.2 µM; in the data active = inhibition above about 11%;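 also: 0% = median of compound wells on plate and 100% = full blocker control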
Tn7 DDE FP: disrupts Tn7 cyclic peptide binding to fibrin D-Dimer-E complex; P02675; FP displacement of FITC-Tn7 peptide from fibrin DD(E); 0% = median of compound wells per plate; inhibition, % at 8.3 µM; hit rate 0.13% among 370,000; AID 720508;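 active = inhibition above the mean of compounds falling within the control limits plus 3 SD of them, cut at about 14% in these data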;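 also: 0% = plate median of compound wells and 100% = 10 µM Aha-Tn7 peptide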
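Assay system: human fibrin DD(E). Input: DD(E) 2 µM final. Medium: Tris buffer with calcium and detergent, pH 7.8. Compound dosing: single point at 8.3 µM. Timing: 10 min plus 3 h, room temperature. Technique: fluorescence polarization of the labelled Tn7 tracer. Read-out: percent inhibition. Replicates: singlicate testing.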
* hit, by the source's call; i = inactive; nt = no result given. Not a hit list. About 4.5% of those tested had a hit in this group.

Structure	Tn6 DDE FP	UHRF1 MBD2 ctr	Rev-erbA mod	proKLK7 act	ASAP1 GAP inh	ARFGAP1 inh	HGIII-sPLA2 inh	PLC-gamma1 inh	PLC-beta3 inh	Tn7 DDE FP
Cc1ccc(-c2csc(/C(C#N)=C(\O)CCl)n2)cc1	-8	-3	13	-0.2	0	-10	-13	-7	-17	2
O=C(Nc1ccccc1)N1CCN(c2ccccc2)CC1	0	1	0	0.0	-18	0	5	3	3	-2
C=CCOc1cccc(C(=O)Nc2ncn[nH]2)c1	11	-2	-3	-0.1	-20	-13	4	5	5	0
CCN(CC)CCCN1C(=O)CSC1c1ccc2c(c1)OCO2 (stereo not given)	2	0	3	0.3	-5	0	-3	7	-1	2
CCN(CC)CC#CCC1(O)c2ccccc2-c2ccccc21	-5	2	1	-0.2	2	-7	-4	3	-67	1
CCCn1c(C(C)Nc2nc(-c3ccc(C)cc3)cs2)nc2cc(Cl)c(N3CCCCC3)cc21 (stereo not given)	1	0	2	0.4	1	5	2	-5	-12	-4
CCN1C(=O)/C(=C2\C=Cc3ccccc3N2CC)OC1=S	10	-2	16	-0.3	-15	5	6	-3	-5	1
CCCCC(=O)Nc1ccc(NC(=O)C2CC2)cn1	-5	16	2	0.2	3	0	11	5	-1	2
CC(=O)c1cc(-c2ccc(F)cc2)n(CCC(=O)NC(C)(C)C)c1C	-6	83*	5	-0.1	-6	11	3	21*	7	0
CCNC(=S)NNC(=O)C1CCCCC1	4	0	nt	0.7	-3	-2	6	3	-3	-3
O=C(Nc1ccc(S(=O)(=O)NC2CCCCC2)cc1)c1ccc(Br)o1	-2	-4	2	0.3	0	-8	-36	4	-1	4
Cc1ccc(-c2csc(N)n2)s1	6	-2	4	2.1	10	10	-2	-15	-19	-8
CCCCCCC(=O)N/N=C1\CCCc2ccccc21	6	2	2	0.2	3	6	2	1	-1	6
CS(=O)(=O)c1ccc(C(=O)NCCN2C(=O)S/C(=C\c3cccnc3)C2=O)cc1[N+](=O)[O-]	-1	4	-11	-0.7	1	9	0	1	-12	-5
COc1ccc(C(=O)N2CCN(C3CCCCC3)CC2)c(OC)c1	-3	2	5	0.0	11	2	-2	2	-1	1
COc1ccc(CN(CC2CCCO2)S(=O)(=O)c2ccc(-n3cnnn3)c(OC)c2)cc1 (stereo not given)	-3	0	-5	0.0	-3	-2	-9	1	2	-3
COc1ccc2c(c1)C(=O)CCC2c1ccccc1 (stereo not given)	-3	2	-4	0.6	6	0	12	-2	-26	5
COc1cccc(C(=O)Nc2ccccc2N2CCOCC2)c1	-1	1	-6	-0.4	3	1	3	-3	-5	-3
Cc1nc(NC(=O)/C=C/c2ccccc2)sc1C(=O)Nc1cccc(Cl)c1	-7	-3	-4	-52	-4	10	-8	-9	-14	-2
O=C(C[n+]1ccc2ccccc2c1)c1ccccc1	4	-5	2	-0.4	1	3	0	-5	-13	-1
CC(C)C1CCN(C(=O)C2CCC(=O)N(CCc3ccc(Cl)cc3)C2)CC1 (stereo not given)	-3	0	0	0.5	1	1	-9	0	-9	2
COc1ccc(/C=C/C(=O)Nc2ccc(OC)nc2)cc1	-5	14	10	-0.4	-4	4	-1	0	-2	-5
Cc1cc(CN2CCC(N3CCC(C(=O)NC4CC4)CC3)CC2)cc(C)c1O	0	1	-5	-0.1	4	11	8	-2	-6	-3
Cc1ccc(OCCCn2c(=O)sc3ccccc32)cc1	-5	-1	4	0.3	4	9	-7	1	2	-3
CCOC(=O)c1ccc(/C=N/O)[n+](Cc2ccccc2)c1	0	-4	-1	0.6	2	-7	-3	0	0	-2
COc1cccc(N(CC(=O)NCCSc2ccc(Cl)cc2)S(C)(=O)=O)c1	-3	27*	0	0.4	19	3	-12	5	4	1
COc1ccccc1NC(=O)N1CCC(C(=O)c2ccc(F)cc2)CC1	2	3	-8	0.0	14	-11	0	4	-1	-3
Cc1nc(N2CCN(S(=O)(=O)c3ccccc3C#N)CC2)c2c(-c3ccccc3)csc2n1	1	-1	-3	0.0	2	5	8	2	-6	-5
COc1ccccc1CCNC(=O)c1ccc(NC(=O)CC2SC(N3CCCCC3)=NC2=O)cc1 (stereo not given)	-9	4	8	0.1	0	1	1	3	-5	5
Cc1cccc(NC(=O)COC(=O)Cc2cccc(C(F)(F)F)c2)c1C	5	-2	-2	-0.3	0	-2	-27	-2	-2	2
CCC1=CC(c2ccccc2)n2ncnc2N1 (stereo not given)	2	0	-1	2.8	-11	-4	-3	-152	-165	1
O=C(N/N=C1\CC2CC=CC12)c1ccc(Br)cc1 (stereo not given)	4	-1	-2	0.2	3	5	2	-4	-4	-4
COc1ccc(C(NC(=O)C2CCN(CCOc3ccc(Cl)cc3Cl)CC2)c2ccccn2)cc1 (stereo not given)	6	1	4	0.0	-3	4	-37	0	-1	4
CCN(CC(=O)NCc1ccco1)S(=O)(=O)c1ccc(OC)cc1	11	-3	8	0.1	-4	-4	0	1	1	3
Cc1sc(NC(=O)C2=COCCO2)nc1-c1ccc(Br)cc1	1	30*	10	0.8	-5	-4	-23	-9	-12	4
O=C(COc1ccc(Cl)cc1)NCCc1ccccn1	5	0	-2	-0.4	-15	0	1	1	6	-3
CCC(=O)N(C1=C(NC)C(=O)c2ccccc2C1=O)C(C)C	2	0	10	-0.3	-2	16	4	-9	-6	5
Cc1ccc(-c2nc(CNC(=O)c3ccco3)cs2)cc1	5	-3	-3	0.1	1	1	0	0	-4	-4
CCOC(=O)COn1c(=O)c(=O)n(O)c2ccccc21	0	0	1	0.5	-1	4	3	6	3	2
Cc1ccc(CNC(=O)CCc2c(C)[nH]c(=O)c(C#N)c2C)cc1	-1	2	-4	-0.3	14	-5	12	1	-12	1
CC(=O)c1c(C)[nH]c(C2=NNC(=NC(C)(C)C)SC2)c1C	5	-2	6	-0.3	-2	-6	-6	-5	-10	5
CCCOP(=O)(c1ccc(N(C)C)cc1)C(Nc1ccccc1)c1ccc(C)cc1 (stereo not given)	4	1	4	1.0	-6	2	-6	4	-3	-2
CCOCCCNC(=O)c1ccc(CS(=O)(=O)c2cccc(C(F)(F)F)c2)o1	4	-2	1	0.4	2	8	-7	4	0	1
CC(C)(C)CC(C)(C)SSc1n[nH]c(=S)s1	4	0	-2	0.9	-20	-1	-5	-2	-2	1
Cc1ccc(CNC(=O)C2CC(c3cccc([N+](=O)[O-])c3)=NO2)o1 (stereo not given)	3	-2	2	-0.6	-19	-8	2	0	-3	-1
COc1cccc(Cn2c(-c3nonc3N)nc3ccccc32)c1	3	-4	0	-0.1	10	2	-12	-6	-9	-8
CSc1ccccc1NC(=O)c1noc(C)c1[N+](=O)[O-]	6	0	0	1.1	5	-10	-12	3	-10	7
COc1cccc(/C=N/NC(=O)c2ccc(-c3ccccc3)cc2)c1O	4	-1	0	-1.0	-3	37*	12	-41	-34	1
COC(=O)C1=C(N)Oc2cc(C)n(CC3CCCO3)c(=O)c2C1c1ccccc1OC (stereo not given)	-7	1	5	0.4	0	-5	1	-1	-1	1
COc1ccc(C2CC(c3ccccc3)=NN2c2ccc(S(N)(=O)=O)cc2)cc1 (stereo not given)	1	0	-6	-318	2	7	-21	i	i	-2
Cc1cccc2cc(CNCC3CCCO3)c(Cl)nc12 (stereo not given)	2	2	7	0.0	-2	10	2	2	-9	5
Cn1nccc1NC(=O)CC(CC(=O)O)c1ccccc1 (stereo not given)	-1	4	6	0.4	-10	8	-1	0	-6	-1
Cc1c(OCC(=O)NC2CCN(Cc3ccccc3)CC2)ccc2c3c(c(=O)oc12)CCC3	4	-1	3	-0.4	-5	-11	-3	-3	-5	3
COc1ccc(S(=O)(=O)/N=C2/NC(=O)/C(=C\c3ccco3)S2)cc1	3	20	2	-1.6	-8	-3	-15	-78	-105	5
Cc1oc(-c2ccccc2F)nc1CS(=O)(=O)CC(=O)NC1CCCC1	0	-1	-3	-0.4	3	18	5	0	-1	5
CCOc1ccccc1OCC(=O)N/N=C(\C)Cc1ccc(OC)cc1	3	3	4	-0.2	14	4	4	1	2	-5
O=c1oc(-c2cccc(S(=O)(=O)N3CCOCC3)c2)nc2ccccc12	-1	1	0	-0.1	10	8	-12	-3	-2	-4
COc1ccc(C(=O)Nn2c(SCc3ccc([N+](=O)[O-])cc3)nc3ccccc3c2=O)cc1	1	-2	-1	0.0	4	-1	-12	-2	-1	7
CC(C)Cc1ccc(CN2CCCC(NC(=O)CCN3CCCCC3=O)C2)cc1 (stereo not given)	4	0	-2	0.0	4	-2	-2	2	-4	2
COc1cc(OC)c(C(=O)Nc2ccc(N(C)C)cc2)cc1OC	-5	0	-10	1.0	2	11	9	1	0	-4

Fetched by structure from the entries so far, three records:
Structure	Tn6 DDE FP	UHRF1 MBD2 ctr	Rev-erbA mod	proKLK7 act	ASAP1 GAP inh	ARFGAP1 inh	HGIII-sPLA2 inh	PLC-gamma1 inh	PLC-beta3 inh	Tn7 DDE FP
COc1cccc(/C=N/NC(=O)c2ccc(-c3ccccc3)cc2)c1O	4	-1	0	-1.0	-3	37*	12	-41	-34	1
Cc1oc(-c2ccccc2F)nc1CS(=O)(=O)CC(=O)NC1CCCC1	0	-1	-3	-0.4	3	18	5	0	-1	5
O=c1oc(-c2cccc(S(=O)(=O)N3CCOCC3)c2)nc2ccccc12	-1	1	0	-0.1	10	8	-12	-3	-2	-4

Continued.
Structure	Tn6 DDE FP	UHRF1 MBD2 ctr	Rev-erbA mod	proKLK7 act	ASAP1 GAP inh	ARFGAP1 inh	HGIII-sPLA2 inh	PLC-gamma1 inh	PLC-beta3 inh	Tn7 DDE FP
Nc1[nH]c(C(=O)c2ccccc2)c(-c2ccc(F)cc2)c1C(=O)c1c[nH]c2ccccc12	-11	0	5	-0.5	2	6	6	-8	-15	-7
Cc1ccc(S(=O)(=O)N2CCN(C(=O)C(Cc3ccccc3)NC(=O)c3ccccc3)CC2)cc1 (stereo not given)	-8	2	-2	0.4	1	3	12	3	-8	-3
COc1ccc(C(C)NC(=O)c2ccc(Br)cc2)cc1OC (stereo not given)	-2	3	-4	-0.1	-3	-9	1	4	1	-8
N#CC1=C(Nc2ccccc2)SC=C(c2ccccc2)N=C1N1CCOCC1	-5	-2	-3	0.2	-5	-3	-3	-5	-6	-6
O=C(CN(C(=O)CCC(=O)Nc1nccs1)c1ccc(F)cc1)NCc1ccccc1	4	3	-1	-0.2	4	-11	3	4	-2	-13
CC1(C)c2ccccc2N2CC(=O)N[C@@]21/C=C/C=C/c1ccccc1	-1	2	2	0.2	-16	1	4	-1	-5	-5
COc1ccc(C(=O)N2CCN(c3nnnn3-c3ccccc3)CC2)cc1OC	3	0	2	0.3	-6	-14	2	0	2	4

From PubChem BioAssay
